Assay outcomes (PubChem)
T cruzi growth: T. cruzi intracellular proliferation inhibitors, primary screen, cell-based, beta-gal Tulahuen parasites, NIH3T3 host, luminescence; AID 624255, 2012; inhibition, % at 8.34 µM; actives 5.9% (n = 77,000); T. cruzi beta-gal in NIH3T3, GalScreen luminescence, 90 h;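 active means mean inhibition above about 93%, with at least 55% of replicates each passing it, limit read from the data, passing the limit was not always enough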
Pf Dd2 inh: P. falciparum Dd2 growth inhibitors, primary screen, SYBR Green fluorescence, single dose replicates. AID 1159554, 2015. 72 h; hits give low values. activity change, % at 10 µM. actives 2.3% (n = 94,000); in the data active means activity change below about -80%
KDM4C inh: inhibitors of GASC-1 (KDM4C) histone demethylase, primary screen, biochemical, single concentration HTS; inhibition, % at 12.5 µM; AID 720574, 2013; GST-KDM4C 2-372, H3K9me3 peptide, LANCE TR-FRET; Lysine-specific demethylase 4C (Homo sapiens), Q9H3R0; actives 0.15% (n = 96,000);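 active means mean replicate inhibition above about 25%, with at least 55% of replicates also reaching it, limit read from the data, passing the limit was not always enough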
Target sequence (Q9H3R0 2-372 limits assumed): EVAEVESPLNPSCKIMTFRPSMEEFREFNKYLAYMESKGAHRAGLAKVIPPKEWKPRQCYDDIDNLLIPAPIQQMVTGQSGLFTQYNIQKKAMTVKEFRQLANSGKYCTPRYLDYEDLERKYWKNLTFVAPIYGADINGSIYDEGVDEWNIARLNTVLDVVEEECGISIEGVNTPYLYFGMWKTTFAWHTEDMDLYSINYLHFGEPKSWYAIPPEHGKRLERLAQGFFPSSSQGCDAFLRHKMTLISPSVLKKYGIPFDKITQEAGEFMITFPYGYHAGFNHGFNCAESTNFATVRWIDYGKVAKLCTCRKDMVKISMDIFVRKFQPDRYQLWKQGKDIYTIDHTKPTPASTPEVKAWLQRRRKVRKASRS
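Assay system: GST-GASC-1 enzyme fragment 2-372 | Amount: 10 nM enzyme | Medium: HEPES buffer, pH 7.5, plus ascorbate | Reagent: H3K9me3 peptide substrate, Fe(II), 2-oxoglutarate | Doses: Single-point compound screen | Incubation: 30 min demethylation and 1 h detection at room temperature | Measured by: LANCE TR-FRET, excitation 340 nm, emissions 618 and 671 nm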
C diff growth: C. difficile growth inhibitors, primary screen, HTS | Clostridium difficile clinical isolate growth, OD600, 24 h; hits give low values | growth activity, negative = inhibition, % at 16 µg/mL (by protocol) | actives 0.25% (n = 86,000) | AID 1259249, 2017;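 active means mean growth activity at or below -80% and every replicate also at or below -80%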;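 further: 0% = DMSO wells and -100% = levofloxacin 16 µg/mL wells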
Numbers without * were called inactive; . = not tested or not shown; & = joins results of further samples; ! = not confirmed by another sample.

Molecule	T cruzi growth	Pf Dd2 inh	KDM4C inh	C diff growth
CCCNC(=O)Nc1ccc2c(c1)C(=O)N(C)C[C@H](OC)[C@@H](C)CN(CCC(F)(F)F)[C@@H](C)CO2	55.5	.	-0.8	.
COCC#Cc1ccc2c(c1)O[C@H](CN(C)C(C)=O)[C@H](C)CN([C@H](C)CO)S2(=O)=O	-65.3	45.0	1.7	1.3
CC(C)(C)[S@](=O)N1Cc2cc(C(=O)NC3CCC3)nc(-c3cccc(Br)c3)c2[C@@H]1CCO	.	-85.4*	-2.0	3.7
C[C@@H]1CN([C@H](C)CO)C(=O)c2cc(NC(=O)Nc3ccc(F)cc3)ccc2O[C@@H](C)CCCCO[C@H]1CN(C)S(C)(=O)=O	61.2	9.2	-0.1	1.7
COc1ccc(S(=O)(=O)N(C)C[C@@H]2Oc3ccc(NS(=O)(=O)c4ccc(C)cc4)cc3C(=O)N([C@H](C)CO)C[C@@H]2C)cc1	.	-51.0	-0.4	1.8
Cc1noc(C)c1S(=O)(=O)N(C)C[C@@H]1OCCCC[C@@H](C)Oc2ccc(NC(=O)NC3CCCCC3)cc2C(=O)N([C@H](C)CO)C[C@@H]1C	55.3	-20.0	-0.3	-0.5
CCC(=O)N1C[C@@H](C)[C@@H](OC)CN(C)C(=O)c2cc(NC(=O)c3cc(C)on3)ccc2OC[C@H]1C	-18.6	.	-1.0	.
CCNC(=O)C[C@@H]1CC[C@@H]2[C@H](COC[C@@H](O)CN2C(=O)C2CC2)O1	18.3	7.7	-0.1	5.4

Next part.
Molecule	T cruzi growth	Pf Dd2 inh	KDM4C inh	C diff growth
C[C@@H]1CN([C@H](C)CO)C(=O)c2cc(NS(=O)(=O)c3cn(C)cn3)ccc2O[C@@H]1CN(C)Cc1ccncc1	.	-1.4	13.9	-1.3
C[C@H](CO)N1C[C@H](C)[C@H](CN(C)C(=O)c2ccncc2)Oc2ncc(/C=C/c3ccccc3)cc2C1=O	48.7	-5.8	-1.3	-0.3
COc1ccc(CN(C)C[C@H]2OCCCC[C@H](C)Oc3ccc(NS(=O)(=O)c4ccccc4)cc3C(=O)N([C@@H](C)CO)C[C@@H]2C)cc1	-62.0	-18.0	1.6	0.3
O=C(C[C@H]1CC[C@H]2[C@@H](COC[C@H](O)CN2C(=O)Nc2cc(Cl)cc(Cl)c2)O1)N1CCOCC1	16.7	.	-2.4	-96.0*!
O=C(NCc1ccccn1)[C@H]1[C@H](CO)[C@H]2Cn3c(cccc3=O)[C@@H]1N2CC1CCCCC1	54.4	3.2	1.8	6.8
CC(C)NC(=O)N(C)C[C@@H]1Oc2ncc(-c3ccccc3F)cc2C(=O)N([C@@H](C)CO)C[C@H]1C	15.8	-3.5	1.2	-2.1
CO[C@H]1CN(C)C(=O)c2ccc(NC(=O)Nc3ccccc3)cc2OC[C@@H](C)N(C(C)=O)C[C@H]1C	14.7	.	0.4	-3.7
CCC(=O)N1[C@H](CO)[C@H](c2ccc(C3=CCCCC3)cc2)[C@H]1CNC1CCCC1	.	-89.8*	-2.7	34.6

(cont.)
Molecule	T cruzi growth	Pf Dd2 inh	KDM4C inh	C diff growth
CNC[C@@H]1Oc2c(NS(=O)(=O)c3c(C)noc3C)cccc2C(=O)N([C@H](C)CO)C[C@H]1C	.	68.0	0.2	-4.8
O=C(C[C@H]1C[C@@H]2c3cc(NC(=O)C4CCC4)ccc3O[C@@H]2[C@H](CO)O1)NCc1cccc(F)c1	25.9	5.7	0.1	.
C[C@@H]1CN([C@H](C)CO)C(=O)Cc2cc(NS(=O)(=O)c3cccs3)ccc2O[C@@H]1CN(C)S(=O)(=O)c1ccccc1	61.5	4.7	-3.9	5.2
O=C(C[C@H]1CC[C@@H]2[C@H](COC[C@@H](O)CN2Cc2cccc(F)c2)O1)NCc1ccncc1	-7.3	19.7	-1.2	-0.4&-1.5
O=C(C[C@@H]1C=C[C@@H](NS(=O)(=O)c2ccc(F)cc2)[C@@H](CO)O1)NCc1ccccc1F	.	60.7	-1.4	-2.9
O=C(C[C@@H]1C[C@H]2c3cc(NS(=O)(=O)c4ccc(F)cc4)ccc3O[C@H]2[C@H](CO)O1)NCC1CC1	-21.7	-5.4	-2.2	-0.9
COc1ccc(CN2C[C@@H](C)[C@H](OC)CN(C)C(=O)c3ccc(NC(=O)c4nc5ccccc5s4)cc3OC[C@H]2C)cc1	91.4	-87.8*	1.1	9.5
C[C@H](CO)N1C[C@H](C)[C@@H](CN(C)C(=O)Cc2ccccc2)OCCCC[C@H](C)Oc2ccc(NS(C)(=O)=O)cc2C1=O	64.8	26.4	-0.9	-6.5

A different layout for some results above:
Under each structure – T cruzi growth, Pf Dd2 inh, KDM4C inh, C diff growth
- C[C@H](CO)N1C[C@H](C)[C@H](CN(C)C(=O)c2ccncc2)Oc2ncc(/C=C/c3ccccc3)cc2C1=O
→ 48.7, -5.8, -1.3, -0.3
- COc1ccc(CN(C)C[C@H]2OCCCC[C@H](C)Oc3ccc(NS(=O)(=O)c4ccccc4)cc3C(=O)N([C@@H](C)CO)C[C@@H]2C)cc1
→ -62.0, -18.0, 1.6, 0.3
- O=C(C[C@H]1CC[C@H]2[C@@H](COC[C@H](O)CN2C(=O)Nc2cc(Cl)cc(Cl)c2)O1)N1CCOCC1
→ 16.7, ., -2.4, -96.0*!
- O=C(NCc1ccccn1)[C@H]1[C@H](CO)[C@H]2Cn3c(cccc3=O)[C@@H]1N2CC1CCCCC1
→ 54.4, 3.2, 1.8, 6.8
- CC(C)NC(=O)N(C)C[C@@H]1Oc2ncc(-c3ccccc3F)cc2C(=O)N([C@@H](C)CO)C[C@H]1C
→ 15.8, -3.5, 1.2, -2.1
- CO[C@H]1CN(C)C(=O)c2ccc(NC(=O)Nc3ccccc3)cc2OC[C@@H](C)N(C(C)=O)C[C@H]1C
→ 14.7, ., 0.4, -3.7
- CCC(=O)N1[C@H](CO)[C@H](c2ccc(C3=CCCCC3)cc2)[C@H]1CNC1CCCC1
→ ., -89.8*, -2.7, 34.6
- CNC[C@@H]1Oc2c(NS(=O)(=O)c3c(C)noc3C)cccc2C(=O)N([C@H](C)CO)C[C@H]1C
→ ., 68.0, 0.2, -4.8
- O=C(C[C@H]1C[C@@H]2c3cc(NC(=O)C4CCC4)ccc3O[C@@H]2[C@H](CO)O1)NCc1cccc(F)c1
→ 25.9, 5.7, 0.1, .
- C[C@@H]1CN([C@H](C)CO)C(=O)Cc2cc(NS(=O)(=O)c3cccs3)ccc2O[C@@H]1CN(C)S(=O)(=O)c1ccccc1
→ 61.5, 4.7, -3.9, 5.2
- O=C(C[C@H]1CC[C@@H]2[C@H](COC[C@@H](O)CN2Cc2cccc(F)c2)O1)NCc1ccncc1
→ -7.3, 19.7, -1.2, -0.4&-1.5
- O=C(C[C@@H]1C=C[C@@H](NS(=O)(=O)c2ccc(F)cc2)[C@@H](CO)O1)NCc1ccccc1F
→ ., 60.7, -1.4, -2.9

(next part)
Molecule	T cruzi growth	Pf Dd2 inh	KDM4C inh	C diff growth
Cc1noc(C)c1NC(=O)N(C)C[C@@H]1Oc2c(NC(=O)c3ccc(-c4nccs4)cc3)cccc2C(=O)N([C@H](C)CO)C[C@H]1C	80.9	10.5	0.7	.
O=C(Cc1cccnc1)N[C@H]1CC[C@@H](CCn2cc(-c3ccccc3F)nn2)O[C@H]1CO	-62.3	-5.1	0.5	-0.1
C[C@@H]1CN([C@H](C)CO)C(=O)c2cc(C3=CCCCC3)cnc2O[C@H]1CN(C)C(=O)NC1CCCC1	.	-8.3	-0.9	0.2
COc1ccc(S(=O)(=O)N(C)C[C@@H]2OCCCC[C@H](C)Oc3ccc(NS(=O)(=O)c4ccc(C)cc4)cc3C(=O)N([C@H](C)CO)C[C@@H]2C)cc1	112.8*	-61.8	-0.3	-1.5
Cc1ccccc1-c1ccc2c(c1)O[C@H](CN(C)C(=O)Nc1ccc(C(F)(F)F)cc1)[C@@H](C)CN([C@@H](C)CO)S2(=O)=O	53.8	-33.8	11.5	14.0
CCCC(=O)Nc1ccc2c(c1)C(=O)N(C)C[C@H](OC)[C@H](C)CN(CCc1ccccc1)[C@H](C)CO2	-37.9	-14.1	-0.3	1.4
O=C(C[C@@H]1C[C@@H]2c3cc(NS(=O)(=O)c4ccccc4)ccc3O[C@@H]2[C@H](CO)O1)N1CCOCC1	-18.3	18.6	-0.7	-8.8
CCC(=O)N(C)C[C@@H]1[C@@H](c2ccccc2)[C@H](CO)N1Cc1cccnc1	6.4	1.9	-0.6	0.0

Going on with the list:
Short keys – A = T cruzi growth; B = Pf Dd2 inh; C = KDM4C inh; D = C diff growth
canonical_smiles: COc1ccc(S(=O)(=O)N[C@H]2CC[C@H](CC(=O)N3CCc4ccccc4C3)O[C@H]2CO)cc1
  A: 57.1 | B: 2.8 | C: 0.6 | D: 3.6
canonical_smiles: Cc1noc(C)c1S(=O)(=O)Nc1ccc2c(c1)C(=O)N([C@H](C)CO)C[C@@H](C)[C@@H](CN(C)Cc1ccc(C(F)(F)F)cc1)OCCCC[C@@H](C)O2
  A: 93.4 | B: -27.2 | C: 1.8 | D: .
canonical_smiles: C[C@H](CO)N1C[C@H](C)[C@@H](CN(C)C(=O)Nc2ccc(C(F)(F)F)cc2)Oc2ccc(NC(=O)Cc3cn(C)c4ccccc34)cc2CC1=O
  A: 60.2 | B: -33.7 | C: -2.8 | D: -3.9
canonical_smiles: CCNC(=O)C[C@H]1CC[C@H]2[C@H](COc3ccc(NS(=O)(=O)c4ccccc4C)cc3C(=O)N2C)O1
  A: 19.3 | B: 7.7 | C: 0.4 | D: 3.5
canonical_smiles: CCc1cnc(N2[C@H](C#N)[C@H](c3ccc(C#CC(C)C)cc3)[C@@H]2CO)s1
  A: 96.4* | B: -38.0 | C: -1.3 | D: -5.9
canonical_smiles: C[C@H](CO)N1C[C@H](C)[C@@H](CN(C)S(=O)(=O)c2cccs2)Oc2c(NS(=O)(=O)c3ccc(Cl)cc3)cccc2C1=O
  A: 91.5 | B: 16.9 | C: 0.4 | D: 1.1
canonical_smiles: O=C(C1CCCC1)N1[C@@H](CO)[C@@H]2c3ccccc3NC[C@@H]21
  A: 16.4 | B: 2.7 | C: 0.8 | D: -1.7
canonical_smiles: COCC#Cc1cnc2c(c1)C(=O)N([C@@H](C)CO)C[C@@H](C)[C@@H](CN(C)Cc1ccccc1)O2
  A: 25.5 | B: -18.9 | C: . | D: 3.5
canonical_smiles: CNC[C@H]1Oc2ccc(NC(=O)C3CCCCC3)cc2CC(=O)N([C@H](C)CO)C[C@H]1C
  A: 37.7 | B: 37.7 | C: -0.8 | D: 0.4
canonical_smiles: Cc1noc(C)c1NC(=O)Nc1ccc2c(c1)C(=O)N([C@H](C)CO)C[C@H](C)[C@@H](CN(C)S(=O)(=O)c1c(C)noc1C)OCCCC[C@@H](C)O2
  A: 31.9 | B: -3.4 | C: -0.8 | D: -1.1
canonical_smiles: Cc1noc(C)c1NC(=O)N(C)C[C@@H]1Oc2ccc(N(C)C)cc2CC(=O)N([C@@H](C)CO)C[C@H]1C
  A: 46.6 | B: 14.0 | C: 0.8 | D: -12.0
canonical_smiles: COc1ccc2c3c([nH]c2c1)[C@H](CO)N(C(=O)Nc1ccccc1F)CC31CN(C(C)=O)C1
  A: . | B: 33.5 | C: -1.0 | D: 1.2
canonical_smiles: CC(C)NC(=O)N(C)C[C@@H]1Oc2ccc(NC(=O)CCCN(C)C)cc2CC(=O)N([C@H](C)CO)C[C@@H]1C
  A: -3.6 | B: 6.2 | C: . | D: -1.1
canonical_smiles: COc1ccc(S(=O)(=O)N(C)C[C@H]2Oc3ccc(NC(=O)C4CCCCC4)cc3C(=O)N([C@@H](C)CO)C[C@H]2C)cc1
  A: 52.9 | B: -25.3 | C: -0.9 | D: -4.4
canonical_smiles: COc1cccc(S(=O)(=O)Nc2ccc3c(c2)[C@H]2C[C@H](CC(=O)NCCc4ccccc4)O[C@@H](CO)[C@H]2O3)c1
  A: -2.1 | B: -2.8 | C: -0.8 | D: .

(next part)
Short keys – A = T cruzi growth; B = Pf Dd2 inh; C = KDM4C inh; D = C diff growth
canonical_smiles: C[C@@H]1CN([C@H](C)CO)C(=O)c2cc(NC(=O)Nc3ccc4c(c3)OCO4)ccc2O[C@@H]1CN(C)Cc1ccccc1
  A: 4.2 | B: 7.4 | C: 1.1 | D: 0.9
canonical_smiles: Cc1cccc(-c2ccc([C@@H]3[C@H]4CN(C(=O)c5ccncc5)CCCCN4[C@H]3CO)cc2)c1
  A: 30.9 | B: 31.8 | C: -0.6 | D: 19.4
canonical_smiles: CN(C)CC#Cc1ccc([C@H]2[C@@H](CO)N3CCCCN(CC4CCOCC4)C[C@H]23)cc1
  A: 86.4 | B: 15.3 | C: 4.1 | D: -3.0
canonical_smiles: C[C@@H]1CN([C@H](C)CO)C(=O)c2cc(NC(=O)c3ccncc3)ccc2O[C@@H]1CN(C)S(=O)(=O)c1ccccc1
  A: 19.0 | B: -6.9 | C: -1.0 | D: -3.6
canonical_smiles: COc1ccccc1CNC(=O)C[C@@H]1C[C@H]2c3cc(NC(=O)C4CCC4)ccc3O[C@H]2[C@H](CO)O1
  A: 43.1 | B: -14.7 | C: 2.0 | D: -1.5
